# Assay outcomes (PubChem)
# SARS 3CLpro inh: SARS-CoV 3CLpro protease inhibition; inhibition, % at 6 µM; 290,000 tested, 0.14% active; AID 1706; recombinant SARS-CoV 3CLpro, quenched FRET peptide cleavage; in the data active means inhibition above about 12%
# TcdB inh: inhibitors of Clostridioides difficile toxin B glycohydrolase. 350,000 tested, 0.24% active. inhibition, % at 9.99 µM. TcdB glycohydrolase enzymatic assay, plate reader; in the data active means inhibition above about 10%
# PrPC TRFRET: inhibitors of human cell surface prion protein PrPC; P04156; TR-FRET read-out; inhibition, % at 13.8 µM; 370,000 tested, 0.43% active; AID 720596; in the data active means inhibition above about 24%; further: 0% = median of the test wells and 100% = reference compound wells
# CCHFV vOTU inh: blocks the CCHF virus ovarian tumor domain protease | CCHFV vOTU protease, Pep-AMC fluorescence | inhibition, % at 11.5 µM | 370,000 tested, 0.55% active | AID 651958; in the data active means inhibition above about 30%; further: 0% = vehicle wells with enzyme and 100% = no enzyme wells
# MazF activator: activators of E. coli MazEF toxin-antitoxin RNase. P0AE70. FAM/BHQ RNA-DNA oligo cleavage fluorescence, 5 h. activation, % at 20 µM. 350,000 tested, 0.32% active. AID 504720; in the data active means activation above about 50%
# Target sequence (P0AE70 whole entry, looked up): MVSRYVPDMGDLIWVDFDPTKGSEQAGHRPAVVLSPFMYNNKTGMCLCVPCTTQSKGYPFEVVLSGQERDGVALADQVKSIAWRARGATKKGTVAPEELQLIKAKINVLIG
# Yp Topo-I inh: blocks Yersinia pestis topoisomerase I activity; Y. pestis Topo-I cleavage product accumulation, plate reader; activity, % at 10 µM; 360,000 tested, 0.064% active; in the data active means activity above about 50%, passing the limit was not always enough; further: inactives centre near 2
# VHR inh abs: DUSP3 (human) phosphatase inhibition; P51452; recombinant VHR phosphatase, pNPP absorbance; inhibition, % at 13.3 µM; 290,000 tested, 0.52% active; in the data active means inhibition above about 50%; further: some compounds called inactive have numbers as strong as hits
# Target sequence (P51452 whole entry, looked up): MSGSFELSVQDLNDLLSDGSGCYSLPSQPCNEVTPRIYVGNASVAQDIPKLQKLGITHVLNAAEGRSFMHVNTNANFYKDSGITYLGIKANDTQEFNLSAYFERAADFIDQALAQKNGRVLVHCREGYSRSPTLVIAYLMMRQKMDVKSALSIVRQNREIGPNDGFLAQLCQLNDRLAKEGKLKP
# BH1578 lux ind: induces V. cholerae light production without autoinducers. V. cholerae BH1578 lux reporter, luminescence, 6 h. activation, % at 18.7 µM. 350,000 tested, 0.16% active. AID 588436; in the data active means activation mostly above about 9.7%, no sharp cut-off; further: not every result past the cut was called active; inactives centre near 0; reference of the scale not given here
# PriA SSB inh: inhibitors of Klebsiella pneumoniae PriA binding to SSB C-terminal tail; 430,000 tested, 0.6% active; AlphaScreen SSBct-PriA binding, biotinylated peptide; inhibition, % at 33 µM; in the data active means inhibition mostly above about 37%, no sharp cut-off; inactive means mostly below about 20%;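 further: plate controls were negative control peptide for no effect and reference peptide for full effect; strong numbers were not always called active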
# Rv3671c inh: inhibitors of M. tuberculosis serine protease Rv3671c. P9WHR9. inhibition, % at 5.96 µM. 320,000 tested, 0.048% active; in the data active means inhibition above about 38%;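 further: extracellular domain of Rv3671c used as enzyme; 0% = enzyme with DMSO and 100% = no enzyme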
# Target sequence (P9WHR9 whole entry, looked up, the tested form may be a part): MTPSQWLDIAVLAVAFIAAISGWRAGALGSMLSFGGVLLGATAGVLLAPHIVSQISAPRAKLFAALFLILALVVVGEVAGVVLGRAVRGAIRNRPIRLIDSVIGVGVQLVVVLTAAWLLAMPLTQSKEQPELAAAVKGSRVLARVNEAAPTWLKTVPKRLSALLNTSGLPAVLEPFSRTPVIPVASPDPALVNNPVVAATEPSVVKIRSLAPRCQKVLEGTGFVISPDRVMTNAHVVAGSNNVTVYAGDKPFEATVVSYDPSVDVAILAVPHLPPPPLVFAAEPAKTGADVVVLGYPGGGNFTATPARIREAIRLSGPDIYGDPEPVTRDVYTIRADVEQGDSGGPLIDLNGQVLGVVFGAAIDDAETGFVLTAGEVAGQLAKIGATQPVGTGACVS
# * hit, by the source's call; i = inactive; . = no result given. Only part of the results is shown; count on the stated rates, not on these rows.
Molecule	SARS 3CLpro inh	TcdB inh	PrPC TRFRET	CCHFV vOTU inh	MazF activator	Yp Topo-I inh	VHR inh abs	BH1578 lux ind	PriA SSB inh	Rv3671c inh
Cn1nc(-c2ccccc2)c(CO)c1Sc1ccccc1	1.7	2.2	-0.1	-9.1	4.3	13.4	2.3	-0.6	-20.9	1.6
Cc1ccccc1NS(=O)(=O)c1ccc(C(=O)NCC(C)(C)N2CCOCC2)cc1	.	1.3	4.0	13.0	-2.0	-4.0	.	i	-3.3	1.0
Cc1ccc2cc(C(c3nnnn3Cc3ccccc3)N3CCc4ccccc43)c(=O)[nH]c2c1 (stereo not given)	-2.0	.	-3.0	1.4	-6.9	1.2	11.9	1.0	15.5	-7.2
CCC(CC)CN1CCN=C1Nc1ccccc1	.	0.0	-9.3	9.8	5.1	8.8	.	-0.6	-10.7	-1.2
Cc1ncc(C[n+]2csc(C)c2C)c(N)n1	-1.0	0.8	-3.6	11.7	0.8	42.9	11.1	i	-11.1	-0.8
Cn1cnnc1SCC(=O)NNC(=O)COc1ccc(Br)cc1	-0.2	1.1	-3.6	3.0	3.4	1.8	21.7	-0.2	0.3	-4.8
COc1ccccc1N(C)S(=O)(=O)c1ccc(C(=O)OCC(=O)N(C(C)C)C(C)C)cc1	0.5	1.2	4.8	-14.3	3.8	3.7	12.9	-3.3	10.5	-1.3
CCC(OCC(O)CN1CCN(CCN2C(=O)c3cccc4cccc(c34)C2=O)CC1)c1ccccc1 (stereo not given)	0.5	.	-22.0	4.5	14.5	17.7	8.8	-0.3	12.5	6.4
O=C(CNc1ccc(F)cc1Cl)Nc1cccc(S(=O)(=O)N2CCCCC2)c1	.	0.5	7.5	3.4	-4.1	0.1	.	0.6	15.9	-43.1
O=C(NCc1ccccn1)C1CCN(Cc2cccc(OCc3ccccc3)c2)CC1	3.2	1.9	-14.0	-8.3	1.6	13.8	6.4	1.1	-0.7	1.1
COC(=O)c1cc(OC)c(OC)cc1NC(=S)N1CCN(c2ccccc2)CC1	-1.9	1.2	-1.1	-1.1	-4.1	-1.8	2.6	2.0	3.4	-8.3
CN(C(=O)CC1C(=O)NCCN1Cc1ccc(F)cc1)C1CCOCC1 (stereo not given)	-1.2	-0.1	-5.2	-3.4	-0.7	9.6	-8.5	i	4.8	10.7
O=C(COc1ccccc1)NNC(=O)c1cc2ccccc2o1	3.9	.	7.3	7.9	3.6	0.5	-1.5	-0.2	-21.3	-4.2
O=C(O)c1cccc(Cn2cc(Cl)cn2)c1	-2.1	1.2	-9.6	16.7	1.4	11.0	9.9	.	-1.9	8.1
Cc1cc2nc(C(F)(F)F)[nH]c(=O)n2n1	3.8	.	-0.4	0.4	2.4	0.2	13.6	-0.6	-0.8	-3.1
Cc1ccc(C(=O)COC(=O)CCc2nc3ccccc3[nH]c2=O)cc1C	2.4	.	-3.7	-3.9	13.2	5.3	-8.0	i	-9.9	-3.4
Cc1nc2oc3ccccc3c(=O)c2cc1C(=O)O	3.1	-0.2	-1.5	-7.5	-0.4	-1.7	1.6	i	-4.7	2.0
COc1ccc(-c2nc(C#N)c(NC(C)C)o2)cc1	-4.8	1.2	10.3	-52.9	-6.6	-8.5	17.4	-0.1	11.5	4.1
COc1ccc(NC(=O)CN2C(=O)/C(=C3\SC(=S)N(CCC(=O)O)C3=O)c3ccccc32)cc1	-7.9	.	.	.	-23.4	-6.6	63.9	-0.2	-9.1	-10.6
O=[N+]([O-])c1cc([N+](=O)[O-])c2c(=Nc3ccccc3)n(-c3ccccc3)n(O)c2c1	4.4	-0.1	-19.0	31.4*	13.8	-9.1	16.7	-0.4	63.0*	12.2
COc1cccc(-c2nc(CS(=O)(=O)CC(=O)N3CCOCC3)c(C)o2)c1	0.5	3.0	-8.3	1.1	-12.8	3.1	-2.2	i	-1.2	5.5
Cc1cc2c(=O)[nH]c(Cc3ccccc3)nc2s1	0.7	.	8.2	14.2	4.7	4.8	29.9	-0.9	-11.2	-13.8
COc1ccc(CCNc2ccc(C)cc2)cc1	0.9	.	9.8	11.1	-8.2	9.3	15.6	i	32.9	2.0
O=[N+]([O-])c1ccc(-n2nnnc2CN2CCOCC2)cc1	-2.5	1.7	-5.9	-4.4	2.2	-10.8	4.3	i	-0.5	-16.4
CCSc1ccc2nnc(-c3cccs3)n2n1	-2.9	1.5	-16.6	-8.9	1.7	-2.2	11.5	-1.0	14.3	-7.6

# The last two compounds of the section above are carried over, then new ones follow.
Molecule	SARS 3CLpro inh	TcdB inh	PrPC TRFRET	CCHFV vOTU inh	MazF activator	Yp Topo-I inh	VHR inh abs	BH1578 lux ind	PriA SSB inh	Rv3671c inh
O=[N+]([O-])c1ccc(-n2nnnc2CN2CCOCC2)cc1	-2.5	1.7	-5.9	-4.4	2.2	-10.8	4.3	i	-0.5	-16.4
CCSc1ccc2nnc(-c3cccs3)n2n1	-2.9	1.5	-16.6	-8.9	1.7	-2.2	11.5	-1.0	14.3	-7.6
Cc1cccc(NC(=O)[C@@H]2CCCN2C(=O)OC(C)(C)C)c1	-2.9	0.7	-3.9	13.2	1.5	6.3	57.6*	i	-8.4	-0.2
COc1ccc(C(C)=O)c(Oc2ccc(S(=O)(=O)N3CCOCC3)cn2)c1	.	1.5	0.2	-9.0	5.5	9.5	.	i	6.0	-13.8
COc1ccc(NC(=O)CN(C)C(=O)C(CCSC)NC(=O)c2ccccc2)cc1 (stereo not given)	9.7	-0.7	6.1	-9.9	4.6	6.0	-2.9	i	9.9	-3.0
CCOc1ccccc1NC(=O)Cn1nnc(C(=O)Nc2ccccc2Cl)c1N	0.3	.	4.0	1.1	29.4	1.5	10.0	i	-7.3	.
Cc1ccc2c(c1C)NC(=O)CC(c1ccccc1O)=N2	0.3	1.1	0.8	3.7	-9.9	-3.4	6.2	1.1	-6.4	-5.4
COc1ccc(CN2CN(C3CCCC3)CSC2=S)cc1	1.0	-0.7	4.4	-1.7	-0.1	7.1	14.1	-1.1	-10.5	2.5
COc1ccc(N2CCN(CC(=O)Nc3cc(C)cc(C)c3)CC2)cc1	0.2	0.5	-2.2	-4.2	-7.7	11.0	17.9	-0.3	18.2	5.6
CCOc1ccc(/C(CCC(=O)O)=N/NC(=O)c2cccc(S(=O)(=O)Nc3ccccc3OC)c2)cc1	.	0.4	2.5	10.4	-7.1	-8.1	.	i	.	-9.7
COC(=O)c1oc2ccc(Cl)cc2c1NC(C)=O	1.3	.	1.0	-11.2	5.0	-1.3	16.9	i	1.1	-5.3
CCOc1cc(/C=N\NC(=O)Cn2nnc3ccccc32)ccc1O	6.4	-8.4	6.0	6.8	1.0	-2.0	2.0	i	.	-4.4
O=C(Nc1ccc(F)c(Cl)c1)Nc1csc2ccccc12	-0.1	0.0	2.8	11.9	19.5	2.4	17.5	0.6	0.3	-21.5
COc1ccc(-c2nnc(SCC(=O)c3cccs3)o2)c(OC)c1	4.1	-0.8	-6.1	-14.3	-3.1	3.0	7.8	-0.2	-3.1	-5.5
COc1cccc(-n2cc(-c3ccc(F)cc3)[nH]c2=S)c1	1.9	4.1	8.6	-6.4	12.7	4.5	20.7	-0.5	17.8	-2.6
CCOC(=O)C1CCCN(c2c(NCCN3CCCCC3C)c(=O)c2=O)C1 (stereo not given)	-5.6	0.2	-1.5	1.1	11.6	-8.0	-10.4	-0.2	-5.4	-1.6
CCC1CCCCN1CCCNC(=O)Cn1ncc2c([nH]c3ccc(C)cc32)c1=O (stereo not given)	0.4	.	.	.	4.7	0.6	-7.2	i	-8.7	-2.4
Cc1cccc(NC(=O)c2cc(-c3cc(C)ccc3O)n[nH]2)c1	3.2	1.3	1.2	-10.3	-6.5	11.8	8.6	i	39.3	3.3
O=C(c1nc(-c2ccccc2)n(-c2ccccc2)n1)N1CCN(S(=O)(=O)c2ccccc2)CC1	0.8	.	4.6	-10.8	3.7	5.8	2.9	-0.4	-13.7	-3.8
O=C(O)C1CCC(NSc2ccccc2[N+](=O)[O-])CC1 (stereo not given)	-1.7	-1.1	4.9	1.0	-14.5	-1.3	-8.5	-0.5	4.9	-5.4
CCCCOc1ccc(C(=O)N/C(=C/C=C/c2ccccc2)C(=O)NC)cc1	-3.4	1.1	-7.8	31.5*	-0.7	-0.9	-11.3	-0.3	8.8	-9.9
CCCCCCn1c(SCC(=O)Nc2cc(C)on2)nc2ccccc2c1=O	5.7	.	6.4	6.3	-7.2	6.8	2.6	-0.9	-4.4	-6.5
COc1cc(C)c(CN2CCN(c3ccccc3)CC2)cc1C	-3.7	.	-6.0	2.5	-19.0	10.7	20.0	i	-5.5	1.5
CCOc1cc(NS(=O)(=O)c2ccc(OC)cc2)c(OCC)cc1NC(=O)c1ccco1	1.7	.	-0.6	-2.5	-2.9	-9.7	5.1	i	-9.5	7.0
COc1cc([N+](=O)[O-])ccc1NC(=O)C[n+]1cccc(C(C)=O)c1	6.9	1.8	-10.8	4.9	14.8	-5.2	-2.4	i	-3.5	-6.2
Cc1cccc(NC(=O)CSc2nc3c([nH]c4ccccc43)c(=O)n2C)c1	-1.6	1.2	6.0	7.5	10.4	18.5	1.6	-0.1	-1.4	-17.8
O=C(Nc1ccc(N2CCOCC2)c([N+](=O)[O-])c1)c1ccco1	-3.2	1.5	-20.8	-1.6	11.3	-3.5	16.9	0.5	-2.7	4.6

# Looked up above:
# Value for `CCOc1cc(/C=N\NC(=O)Cn2nnc3ccccc32)ccc1O` under SARS 3CLpro inh: 6.4
# Value for `COC(=O)c1oc2ccc(Cl)cc2c1NC(C)=O` under PrPC TRFRET: 1.0
# Value for `O=C(Nc1ccc(N2CCOCC2)c([N+](=O)[O-])c1)c1ccco1` under TcdB inh: 1.5

# (more compounds)
Molecule	SARS 3CLpro inh	TcdB inh	PrPC TRFRET	CCHFV vOTU inh	MazF activator	Yp Topo-I inh	VHR inh abs	BH1578 lux ind	PriA SSB inh	Rv3671c inh
CCOc1cccc(-c2nnc3n2N=C(c2cc(OC)ccc2OC)CS3)c1	-1.4	.	2.0	10.9	-3.2	-7.3	-27.4	i	-12.4	-9.4
Cc1cccc(C)c1NC(=O)C(c1ccc(Cl)cc1Cl)N1CCCCC1 (stereo not given)	-5.6	.	-1.4	11.8	-1.4	9.7	16.8	-2.0	-6.2	-4.5
Cc1ccc(-c2nc3ncccn3c2Nc2ccccc2C)o1	4.9	-3.8	0.1	14.3	2.3	-1.8	-0.6	-0.1	-4.7	-2.4
CN(C(=O)C1CCN(S(=O)(=O)c2ccccc2[N+](=O)[O-])CC1)C1CCCCC1	.	-0.3	-4.3	-1.9	-16.7	10.0	.	-1.1	5.2	2.1
O=C(Nc1cccc(S(=O)(=O)N2CCCCC2)c1)c1cc2ccccc2o1	.	1.3	1.4	10.8	6.4	-3.3	.	-0.7	-5.2	-54.1
Cc1cc(Br)ccc1SCC(=O)NCC(c1ccco1)N1CCCCC1 (stereo not given)	.	1.6	4.1	-0.5	-2.6	-0.1	.	-1.4	-8.7	-4.4
CCn1c(=O)n(CC)c2cc(N3CCCC3)c(NC(=O)c3ccccc3)cc21	-3.9	1.1	7.3	7.0	1.1	2.7	31.6	-0.4	-1.8	0.3
CC(C)(C)OC(=O)NCCCCCNC(=O)c1[nH]cnc1C(=O)Nc1ccccc1	.	0.8	-5.7	10.8	-3.0	7.5	.	-0.4	-9.8	-5.3
CCOc1ccc(NC(=O)CCC(=O)N/N=C/c2ccc([N+](=O)[O-])s2)cc1	2.1	.	-29.1	-5.5	7.3	-8.5	18.1	-0.6	.	3.7
Cc1nc(C(F)(F)F)ccc1C(=O)N1CCC1(C)C(=O)NS(=O)(=O)c1ccc2ccccc2c1 (stereo not given)	.	0.4	-5.9	4.4	.	-2.3	.	-0.6	.	.
COC(=O)C1=C(c2cc3ccccc3o2)C[C@@H]2CC[C@H]1N2C(=O)N1CCC(C)CC1	.	-0.6	5.1	4.4	3.6	-6.9	.	-9.1	-1.8	-5.4
CN(C(=O)c1ccc(Cl)cc1)c1ccc(OCC(=O)Nc2cc(C(=O)O)ccc2Cl)cc1	.	2.2	7.8	10.1	5.4	.	.	.	-10.7	.
